# Screens from PubChem.
# NPR1 activator: GC-A (human) enzyme activation | HEK293 GC-A cells, cGMP TR-FRET, EC30 ANP; 0% at EC30 ANP, 100% saturating ANP | hit rate 0.14% among 370,000 | activation, % at 10 µM; in the data active means activation above about 40%
# PRMT1 FP inh: blocks human protein arginine methyltransferase 1. recombinant PRMT1, activity-based probe fluorescence polarization. Q99873. inhibition, % at 2.79 µM. AID 652257. hit rate 1.3% among 370,000;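 active means inhibition above about 21% made by adding two undisclosed values, limit read from the data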
# rCAG binder: r(CAG) repeat RNA binding; TO-PRO-1 dye displacement fluorescence; inhibition, % at 3 µM; hit rate 1.3% among 370,000;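 active means inhibition above the plate cutoff, the mean of all test compounds on that plate plus 3 SD, cut at about 35% in these data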;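 further: 0% = DMSO alone and 100% = 100 µM mitoxantrone as full dye displacement; higher means more dye released from RNA so lower well fluorescence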
# UHRF1 MBD2 ctr: human UHRF1 methylated DNA binding inhibitors | AID 687016 | inhibition, % at 4.4 µM | Q96T88 | UHRF1 binding to methylated oligo, TR-FRET | hit rate 0.75% among 370,000; in the data active means inhibition above about 21%;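 further: UHRF1 SRA domain binding a hemimethylated CpG hairpin DNA probe; 0% = median of test compound wells and 100% = reference inhibitor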
# TCR CD3 inh: blocks the human TCR-CD3 interaction; inhibition, % at 9.4 µM; AID 651800; hit rate 0.37% among 360,000; TAMRA-labeled TCR probe fluorescence, biochemical; in the data active means inhibition above about 19%;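 further: recombinant mutant TCR 2C K166C tagged with TAMRA read by polarization; 0% = receptor in buffer alone and 100% = receptor with positive control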
# HTRA1 inh: blocks human HTRA1 serine peptidase; Q92743; recombinant HTRA1, FP-rhodamine activity-based probe, fluorescence polarization; inhibition, % at 5.96 µM; hit rate 0.5% among 340,000; AID 504803; in the data active means inhibition above about 36%;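 further: 0% = enzyme with DMSO and 100% = wells lacking enzyme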
# Target sequence (Q92743 whole entry, looked up): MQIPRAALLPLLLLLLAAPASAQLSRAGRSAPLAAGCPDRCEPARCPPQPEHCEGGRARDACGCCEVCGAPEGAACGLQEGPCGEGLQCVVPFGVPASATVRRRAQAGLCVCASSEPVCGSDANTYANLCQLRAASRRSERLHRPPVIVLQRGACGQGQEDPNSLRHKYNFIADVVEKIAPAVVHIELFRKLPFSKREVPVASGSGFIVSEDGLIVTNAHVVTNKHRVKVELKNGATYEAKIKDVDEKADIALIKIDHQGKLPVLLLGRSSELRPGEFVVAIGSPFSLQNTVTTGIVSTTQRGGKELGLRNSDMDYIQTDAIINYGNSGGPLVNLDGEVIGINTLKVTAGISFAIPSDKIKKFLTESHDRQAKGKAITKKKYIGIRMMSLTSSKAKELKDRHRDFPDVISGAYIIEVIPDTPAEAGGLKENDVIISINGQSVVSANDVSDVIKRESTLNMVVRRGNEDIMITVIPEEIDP
# SIAE primary: human SIAE inhibition, primary screen; Q9HAT2; SIAE FP-Rh probe binding, fluorescence polarization; inhibition, % at 9.66 µM; hit rate 0.69% among 370,000; AID 1053197;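 active means inhibition above a cutoff: mean of compounds within the control limits plus 3 SD of those, cut at about 17% in these data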;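 further: 0% = plate median of compound wells and 100% = probe without SIAE protein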
# ABHD4 inh: inhibits mouse alpha/beta hydrolase domain 4. Q8VD66. AID 720543. purified mABHD4, FP-Rh probe fluorescence polarization. inhibition, % at 8.92 µM. hit rate 0.54% among 370,000;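 active means inhibition exceeding the mean over every tested compound plus 3 SD, cut at about 30% in these data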;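 further: 0% = plate median of compound wells and 100% = S159A mutant with DMSO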
# Target sequence (Q8VD66 whole entry, looked up, the tested form may be a part): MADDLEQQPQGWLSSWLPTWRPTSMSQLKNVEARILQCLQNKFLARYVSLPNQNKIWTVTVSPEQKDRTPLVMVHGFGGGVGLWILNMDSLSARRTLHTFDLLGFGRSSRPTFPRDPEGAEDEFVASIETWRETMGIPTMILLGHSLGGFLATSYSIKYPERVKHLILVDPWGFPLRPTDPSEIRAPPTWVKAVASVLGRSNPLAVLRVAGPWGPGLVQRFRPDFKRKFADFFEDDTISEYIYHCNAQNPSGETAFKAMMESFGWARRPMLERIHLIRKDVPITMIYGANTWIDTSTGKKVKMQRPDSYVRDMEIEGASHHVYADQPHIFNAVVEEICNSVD
#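 Test system: mouse ABHD4 enzyme, wild type. Reagent: FP-Rh fluorescent activity-based probe, added after compound pre-incubation. Timing: pre-incubation 45 min, probe exposure 60 min, at 25 °C. Technique: FP readout, ex 525 nm / em 598 nm. Benchmarks: high control S159A mutant with DMSO, low control median of compound wells.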
# MBD2 DNA inh: MBD2-methylated oligo binding inhibition; TR-FRET, MBD2 binding to methylated oligonucleotide; inhibition, % at 4.4 µM; hit rate 0.31% among 370,000; Q9UBB5; AID 686964; in the data active means inhibition above about 13%
# GC-B act: GC-B (human) receptor activation | P20594 | HEK293-GC-B cells, CNP EC30, cGMP TR-FRET; 0% at EC30 CNP, 100% saturating CNP | activation, % at 10 µM | hit rate 0.11% among 370,000 | AID 1920062;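 active means activation at 10 µM reaching about 35% in either raw or pattern-adjusted values, limit read from the data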
# An asterisk follows results filed as active; x = no result given. These rows are one share of the data, so the mix of outcomes need not match the whole.
# The first 12 entries as a preview:
SMILES,NPR1 activator,PRMT1 FP inh,rCAG binder,UHRF1 MBD2 ctr,TCR CD3 inh,HTRA1 inh,SIAE primary,ABHD4 inh,MBD2 DNA inh,GC-B act
O=C(C1CCC(=O)N1C1CCCCC1)N1CCN(c2ccc(F)cc2)CC1 (stereo unspecified),3,0,-10,3,-6,-9,-5,11,0,0
Cc1c(C)n(Cc2ccccc2)c2ncnc(NCCO)c12,13,3,1,1,-4,4,1,-6,6,10
O=C(Nc1ccc(NS(=O)(=O)c2ccccc2)cc1)c1ccccc1Cl,-2,2,6,0,6,-12,-6,-7,-1,-4
CCOc1ccc(S(=O)(=O)Nc2ccc(C(=O)NCC(c3ccco3)N(C)C)cc2)cc1 (stereo unspecified),0,7,-5,5,-12,-3,-12,-10,5,1
COc1ccc(-c2nnc(SCC(=O)N(Cc3ccccc3)C(C)(C)C)o2)cc1OC,2,-3,0,-1,7,0,-10,3,-1,-1
Nc1nnc(Sc2ccc(Cl)cc2[N+](=O)[O-])s1,3,-3,3,2,5,-15,0,2,4,-3
COc1ccccc1CC(=O)NCCN1CCCCC1,3,1,-3,-4,-6,10,5,4,-7,3
COc1cccc2cc(C(C)N(CCCN3CCOCC3)C(=O)Nc3ccc(Cl)cc3)oc12 (stereo unspecified),-3,-2,-4,-2,11,-9,-1,4,1,2
CC(CCc1ccccc1)NC(=O)c1ccc(Br)cc1 (stereo unspecified),-1,2,-2,-2,-2,-7,-4,-9,2,-2
COC(=O)c1[nH]c2ccc(F)cc2c1NS(=O)(=O)c1ccc(F)c(C)c1,-7,-1,2,-1,0,-23,3,-14,11,0
CC(Cc1c[nH]c2ccccc12)C(=O)N1CCN(c2ccccc2F)CC1 (stereo unspecified),-9,0,-9,2,-1,3,0,0,-2,-4
CN(C)S(=O)(=O)c1cccc(NC(=S)NCc2ccc3c(c2)OCO3)c1,2,0,5,-3,-4,-10,0,-4,4,-3

# The whole of this part, from the start:
SMILES,NPR1 activator,PRMT1 FP inh,rCAG binder,UHRF1 MBD2 ctr,TCR CD3 inh,HTRA1 inh,SIAE primary,ABHD4 inh,MBD2 DNA inh,GC-B act
O=C(C1CCC(=O)N1C1CCCCC1)N1CCN(c2ccc(F)cc2)CC1 (stereo unspecified),3,0,-10,3,-6,-9,-5,11,0,0
Cc1c(C)n(Cc2ccccc2)c2ncnc(NCCO)c12,13,3,1,1,-4,4,1,-6,6,10
O=C(Nc1ccc(NS(=O)(=O)c2ccccc2)cc1)c1ccccc1Cl,-2,2,6,0,6,-12,-6,-7,-1,-4
CCOc1ccc(S(=O)(=O)Nc2ccc(C(=O)NCC(c3ccco3)N(C)C)cc2)cc1 (stereo unspecified),0,7,-5,5,-12,-3,-12,-10,5,1
COc1ccc(-c2nnc(SCC(=O)N(Cc3ccccc3)C(C)(C)C)o2)cc1OC,2,-3,0,-1,7,0,-10,3,-1,-1
Nc1nnc(Sc2ccc(Cl)cc2[N+](=O)[O-])s1,3,-3,3,2,5,-15,0,2,4,-3
COc1ccccc1CC(=O)NCCN1CCCCC1,3,1,-3,-4,-6,10,5,4,-7,3
COc1cccc2cc(C(C)N(CCCN3CCOCC3)C(=O)Nc3ccc(Cl)cc3)oc12 (stereo unspecified),-3,-2,-4,-2,11,-9,-1,4,1,2
CC(CCc1ccccc1)NC(=O)c1ccc(Br)cc1 (stereo unspecified),-1,2,-2,-2,-2,-7,-4,-9,2,-2
COC(=O)c1[nH]c2ccc(F)cc2c1NS(=O)(=O)c1ccc(F)c(C)c1,-7,-1,2,-1,0,-23,3,-14,11,0
CC(Cc1c[nH]c2ccccc12)C(=O)N1CCN(c2ccccc2F)CC1 (stereo unspecified),-9,0,-9,2,-1,3,0,0,-2,-4
CN(C)S(=O)(=O)c1cccc(NC(=S)NCc2ccc3c(c2)OCO3)c1,2,0,5,-3,-4,-10,0,-4,4,-3
CS(=O)(=O)Nc1ccc(C2=NN(C(=O)C3CCCCC3)C(c3cccs3)C2)cc1 (stereo unspecified),-24,-2,2,-3,7,-11,-6,-46,2,-8
COCCCn1cc(CN2CC(N3CCCCC3)CS2(=O)=O)nn1 (stereo unspecified),5,1,2,11,6,x,1,-5,-3,2
CCCC(=O)NC(=S)Nc1cccc(NC(=O)c2ccccc2)c1,-1,1,-2,4,-5,-41,-6,-1,4,-2
Cn1c(-c2ccccc2[N+](=O)[O-])[n+](C)c2ccccc21,4,4,-1,4,1,8,-4,-2,6,3
CC(C)Cn1c(=O)c2ccccc2n2c(CCC(=O)NC3CCN(Cc4ccccc4)CC3)nnc12,-1,1,-9,-1,6,9,12,5,-8,0
O=C(NNc1c(Cl)cccc1Cl)C1CCC1,0,-1,0,-1,1,4,-3,1,-4,4
CNC(=S)N1N=C(c2ccc(Br)cc2)CC1c1ccc(Br)cc1 (stereo unspecified),-2,0,5,4,-2,-40,-5,-26,0,-2
CC1CCCC(C)N1C(=O)COC(=O)c1ccccc1O (stereo unspecified),1,3,-2,5,-1,-5,7,4,3,8
COc1c(Cl)cccc1-c1cn2ccc(C)cc2n1,2,0,-4,2,1,-3,4,8,3,-4
O=C(NCCc1ccccc1)c1ccc2c(c1)S(=O)(=O)N=C1CCCCCN12,-3,-3,-1,-2,-3,-6,-2,-8,2,-2
COc1ccc(CCNC(=O)C/C(C)=N/NC(=O)C(c2ccccc2)c2ccccc2)cc1OC,-1,-4,1,2,-1,-14,1,-10,-2,-3
CCCOc1ccc(C(=O)NCc2ccco2)cc1,8,-2,-3,1,4,9,-6,4,-4,-3
CC1(C(=O)NS(=O)(=O)c2cccc(F)c2)CCN1C(=O)Cc1ccccc1Cl (stereo unspecified),1,5,7,4,-6,x,1,10,-2,0
O=C1c2ccccc2C(=O)N1CSc1nnnn1-c1ccccc1,4,4,-1,-1,0,4,12,2,-5,3
CC1(C)CN(c2cccc(Br)c2)C1=O,1,0,-4,2,5,-1,2,5,-4,-4
O=C1NC(=O)C2C1C(c1cccs1)NN2Cc1ccccc1 (stereo unspecified),-3,5,1,0,-7,-3,-2,1,-3,-1
CCCCN(C(=O)c1cccc(S(=O)(=O)N(CC)c2ccccc2)c1)c1c(N)n(CCCC)c(=O)[nH]c1=O,-1,-6,3,-2,5,10,0,2,0,6
COc1cccc(N2C(=O)C3C(C2=O)C2C=CC3C23CC3)c1 (stereo unspecified),0,-2,-4,2,6,8,-3,0,0,1
Cc1cccc2cc(C#N)c(SCC(=O)NCc3cccs3)nc12,25,0,-1,-1,-1,0,-3,0,-4,-10
Cc1cc(C)c(S(=O)(=O)NCc2ccc3c(c2)OCO3)cc1C,0,-2,-5,16,-5,-7,-3,-1,7,2
COc1cc(S(=O)(=O)NCC(c2ccco2)N2CCCCC2)ccc1NC(C)=O (stereo unspecified),3,-3,0,-1,-7,1,-3,1,1,-1
O=C(c1ccc(=O)[nH]c1)N1CCN(S(=O)(=O)c2ccccc2)CC1,5,6,-2,4,1,3,-1,2,3,-8
COc1ccccc1NS(=O)(=O)c1cc(NC(=O)CCNC(C)=O)ccc1N1CCCCC1,3,-2,6,-3,-3,-9,-4,-13,-2,-2
Cc1ccc(C(=O)NC2CCN(S(=O)(=O)c3ccc(F)cc3)CC2)cc1,1,0,-3,-1,-1,1,1,4,0,4
CCc1nc2ccc(C(=O)Nc3ccc(Cl)c(Cl)c3)cn2c1N(C)Cc1ccc(OC)cc1,0,-1,7,-1,3,x,2,-2,2,4
CCOc1ccc(N(CC(=O)N/N=C/c2cccnc2)S(C)(=O)=O)cc1,-3,-3,-5,0,-3,16,-1,8,12,-5
O=C(CSc1nc(-c2ccc(F)cc2)cc(C(F)(F)F)n1)NCCN1CCOCC1,2,2,1,2,4,3,-1,4,3,4
COc1ccc(Nc2oc(-c3cccs3)nc2C#N)cc1,3,3,12,0,0,-8,2,2,-1,6
O=C1c2cccc3cccc(c23)C(=O)N1CCCN1CCN(c2ccc(F)cc2)CC1,3,-2,-7,-4,5,-5,4,-5,-4,-5
CC(=O)c1ccc(OCc2cc(C(=O)NC(C)CCn3cccn3)no2)cc1 (stereo unspecified),1,1,-3,0,-1,-3,0,5,4,-3
Cc1cc2cc3c(cc2nc1SCc1ccccn1)OCCO3,-5,1,-1,-7,4,-5,1,-6,-1,-6
Cc1cccc(NC(=O)Cn2c(=O)n(Cc3ccco3)c(=N)c3c4c(sc32)COC(C)(C)C4)c1,-2,-3,16,5,-6,-45,-10,-29,2,4
COC(=O)c1ccc(NC(=O)CN2C(=O)CSC2=O)cc1,2,0,4,0,0,0,5,0,-2,-4
COc1cc(/C=C2\SC(=S)N(CC(=O)NC3=NCCS3)C2=O)cc(OC)c1OC,1,1,0,-3,-2,4,3,2,-1,-2
CN(Cc1cccc2ccccc12)C(=O)c1cc(COc2c(F)cccc2F)on1,-2,0,-6,-1,1,-20,0,-16,-5,-2
Cn1c(SCC(=O)c2ccc3c(c2)OCO3)nnc1-c1ccccn1,-9,-1,3,-1,1,-4,25*,0,0,-6
CCOC(=O)CC(=O)CSc1nc(CC)c(C)cc1C#N,3,5,3,4,1,-2,1,2,-1,-2
c1csc(CNc2nc3ccccc3n2CCN2CCOCC2)c1,-5,2,-5,2,-1,3,2,3,0,-14
CC(C)CNC(=O)c1nc(-c2ccccc2)n(-c2ccccc2)n1,-13,-3,0,0,3,-9,1,-5,-3,-13
CS(=O)(=O)N(CC(=O)N1CCOCC1)c1cccc(F)c1,-1,1,-1,0,5,7,4,3,1,6
Cc1cccc2sc(NC(=O)CNS(=O)(=O)c3ccc(Br)s3)nc12,1,-2,19,1,3,-30,-13,-20,-3,-4
COc1ccc(Cl)cc1NC(=O)CSc1nnc(COc2ccccc2)n1C,-2,1,0,3,0,-4,-2,4,-1,2
CC(C)Oc1ccc(CCNC(=O)CC2C(=O)NCCN2C)cc1 (stereo unspecified),2,-2,9,-1,-3,7,2,-3,0,6
CCOC(=O)CSc1ncc(-c2ccc([N+](=O)[O-])cc2)[nH]1,-2,1,3,-1,6,0,3,3,0,-3
O=C(Nc1ccc(F)cc1)OCc1cn(Cc2cccc(C(F)(F)F)c2)nn1,-2,-5,-2,3,x,x,-5,-12,-1,3
